Bioassay records from PubChem.
hiPSC survival = enhancers of human iPSC single-cell survival. hiPSC single-cell survival, ATPlite luminescence; 100% = ROCK inhibitor wells, 0% = DMSO. survival enhancement, % at 20 µM. 0.044% of 360,000 active. AID 602274; in the data active = survival enhancement above about 18%;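 also: cells exposed to compounds for 16 hours before the ATP read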
TRPM1 prom inh = reduces MITF-dependent TRPM1 promoter luciferase signal | SK-MEL-5 TRPM1 promoter luciferase, 24 h | inhibition, % at 12.5 µM | 0.83% of 330,000 active | AID 488899;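 active = mean inhibition across replicates of 60% or more, whatever share of single replicates reaches that level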; also: values of inactives mirror those of a sister screen read the other way
Peg3 promoter = inhibitors of Peg3 promoter | HeLa PEG-Prom luciferase reporter, luminescence, overnight | inhibition, % at 20 µM | 1.7% of 360,000 active | AID 588405;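 active = inhibition of at least 50% at 20 µM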
TRAIL sens C8 = sensitizes caspase-8 expressing cells to TRAIL; inhibition (viability loss, TRAIL sensitization), % at 10 µM; NB7+C8 cells + TRAIL, ATPlite viability luminescence; 1% of 360,000 active; AID 624354;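 active = compounds causing at least 50% loss of cell viability in the single-dose screen, relative to plate controls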
LMP1 NFkB inh = reduces LMP1-driven NF-kappaB luciferase signal; LMP1-induced NF-kappaB luciferase reporter cells, luminescence; inhibition, % at 12.5 µM; 0.69% of 350,000 active; AID 504558; in the data active = inhibition above about 41%;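 also: 0% = neutral control wells and 100% = reference inhibitor control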
Shn3 inh set2 = Schnurri-3 reporter inhibition in Clone20 osteoblasts; Clone20 osteoblast Shn3 3'UTR firefly luciferase, 24 h; inhibition, % at 12.5 µM; 0.52% of 360,000 active;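 active = mean inhibition of at least 75% with every replicate also reaching 75%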;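 also: 0% = median of neutral control wells and 100% = pilot-screen positive control compound; some compounds past the cut are filed as inactive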
NR2E3 ag-1 = activates human NR2E3 receptor; Q9Y5X4; inhibition of corepressor binding, % at 3.98 µM; 0.35% of 360,000 active; AID 602229; CHO-S Gal4-NCOR/VP16-NR2E3 two-hybrid, luciferase;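 active = inhibition above the mean of all tested compounds plus 3 SD, cut at about 70% in these data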;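 also: 0% = DMSO with NR2E3 transfected cells and 100% = cells lacking NR2E3 construct; higher means lower luciferase signal from less NR2E3 corepressor binding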
Target sequence (Q9Y5X4 whole entry, looked up, the tested form may be a part): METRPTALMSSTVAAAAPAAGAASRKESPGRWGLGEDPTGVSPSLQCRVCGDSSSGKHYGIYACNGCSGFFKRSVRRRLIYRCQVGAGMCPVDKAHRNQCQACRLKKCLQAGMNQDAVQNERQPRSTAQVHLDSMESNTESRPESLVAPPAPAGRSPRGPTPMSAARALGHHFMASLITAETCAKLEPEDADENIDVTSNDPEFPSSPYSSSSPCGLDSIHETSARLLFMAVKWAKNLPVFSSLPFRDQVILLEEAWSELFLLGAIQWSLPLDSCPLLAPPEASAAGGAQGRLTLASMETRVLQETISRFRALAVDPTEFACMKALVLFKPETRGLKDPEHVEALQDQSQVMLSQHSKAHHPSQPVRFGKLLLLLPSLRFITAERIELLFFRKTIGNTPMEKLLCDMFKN
NR2E3 ag-2 = activates human photoreceptor nuclear receptor NR2E3 | Q9Y5X4 | GST-NR2E3/biotin-RetCOR TR-FRET, 1536-well | inhibition of corepressor binding, % at 4.78 µM | 0.12% of 320,000 active | AID 2300;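 active = percent inhibition above the cutoff of mean plus 3 SD of all tested compounds, set per screening campaign, cut at about 20% in these data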;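 also: 0% = DMSO wells and 100% = biotin wells as full block of FRET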
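Material – GST-tagged NR2E3 plus biotinylated RetCOR corepressor · Quantity – NR2E3 fusion 1.35 nM · Times – 5 h incubation at 4 °C · Medium – pH 7.5 Tris-based buffer · Technique – TR-FRET, Eu(K)-anti-GST donor, streptavidin-D2 acceptor, ex 340, em 617/671 nm · Benchmarks – high control biotin, low control 0.6% DMSO · Format – 1536-well plates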
HIF-2a inh = HIF-2a inhibition | inhibition, % at 18.8 µM | 0.72% of 360,000 active | 786-0 RCC cells HIF-2a reporter, luciferase luminescence, overnight | AID 624352;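 active = inhibition of the luminescence signal of 40% or more relative to plate controls, in a single-dose primary screen at 18.75 µM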
CF NFkB block = inhibitors of cystic fibrosis induced NF-kB. inhibition, % at 5 µM. KKLEB NF-kB-GFP reporter, PAF-induced, GFP fluorescence overnight. 0.86% of 360,000 active;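 active = at least 50% inhibition at 5 µM, scaled per plate between neutral and stimulator controls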;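 also: PAF is a Pseudomonas aeruginosa culture filtrate used as stimulus; plate controls were PAF-stimulated DMSO wells for no effect and unstimulated DMSO wells for full effect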
KKLEB cytotox = counter-screen for CF NF-kB inhibitors: cytotoxicity | KKLEB CF airway cells viability, ATPlite luminescence, overnight; active compounds read low; cells stimulated with P. aeruginosa culture filtrate | activity change (cytotoxicity), % at 5 µM | 0.36% of 360,000 active | AID 602141;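 active = corrected activity change at or below -50% at 5 µM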
* marks the source's active call; other numbers are inactive results; / = not tested or not shown.

SMILES | hiPSC survival | TRPM1 prom inh | Peg3 promoter | TRAIL sens C8 | LMP1 NFkB inh | Shn3 inh set2 | NR2E3 ag-1 | NR2E3 ag-2 | HIF-2a inh | CF NFkB block | KKLEB cytotox
CCc1cccc(C)c1NC(=O)C1CC=CCC1C(=O)O (stereo unspecified) | -0.8 | -3 | 9 | -1 | 9 | 13 | 11 | -4 | 8 | -18 | 17
CC1(C)CC(=O)C(C=NCCN2CCN(C3CC(=O)N(c4cccc(Br)c4)C3=O)CC2)=C(O)C1 (stereo unspecified) | 1.6 | -8 | -5 | 0 | 7 | -7 | -1 | 2 | 16 | 16 | -1
O=C(c1ccc(Cl)c(Cl)c1)N1CCN(c2ccccn2)CC1 | -0.7 | 3 | 5 | -8 | -2 | 21 | -17 | / | 10 | 1 | 0
CN(C)c1ccc(N=Cc2nc(-c3ccccc3)oc2OC(=O)c2ccccc2)cc1 | -2.1 | -10 | -190 | 9 | -6 | -85 | -107 | 0 | -198 | 17 | -3
CCN(CC(=O)NC1CCS(=O)(=O)C1)S(=O)(=O)c1ccc(C)c(C)c1 (stereo unspecified) | -0.5 | -2 | -1 | 14 | -8 | -2 | -6 | 2 | 20 | -9 | 4
CCOC(=O)c1c(C)[nH]c(C)c1C(=O)COC(=O)/C=C/c1ccc(OC(F)F)cc1 | -0.4 | 10 | 5 | 13 | 5 | 23 | 3 | 3 | 14 | 5 | -4
OCCn1c(SCCOc2ccccc2)nc2ccccc21 | 0.6 | -18 | 6 | 0 | 2 | -1 | -15 | 1 | 2 | 3 | 2
O=C(O)CCCCCNC(=O)c1ccncc1 | -0.8 | 11 | 6 | -7 | 4 | -20 | -12 | -5 | 14 | 4 | 3
O=C(C1CCCN(Cc2ccncc2)C1)N1CCc2ccccc2C1 (stereo unspecified) | 6.5 | 13 | 12 | -4 | -11 | 14 | -15 | -2 | 13 | -23 | 4
c1ccc(Cn2ncc3c(NCc4ccco4)ncnc32)cc1 | 2.3 | 8 | 13 | 8 | 3 | 9 | -12 | -1 | -1 | 20 | -4
C=CCNc1nc(NCc2ccc(N(C)C)cc2)c2sc(-c3ccccc3)cc2n1 | -1.8 | / | 70* | 21 | / | -64 | -100 | / | -277 | -28 | 2
O=C(CN(Cc1ccccc1F)S(=O)(=O)c1ccc(Cl)cc1)NCCCO | -2.4 | 1 | 7 | -3 | 0 | 2 | -7 | -3 | 12 | -12 | -3
COc1ccc(Cl)cc1NC(=S)NC(=O)c1ccco1 | -0.1 | -9 | -45 | 10 | 5 | -16 | -30 | 1 | -93 | -9 | -4
COC(=O)[C@]1(Cc2ccccc2)N[C@H](CN(C)C(=O)Nc2ccc(C(F)(F)F)cc2)[C@@H]2C(=O)N(C)C(=O)[C@@H]21 | 4.1 | 1 | -1 | 0 | -10 | -9 | -9 | / | 17 | -1 | 5
NS(=O)(=O)c1ccc(NC(=S)NC2CCCCCC2)cc1 | 2.4 | -13 | -22 | 9 | -2 | -2 | -16 | -2 | -25 | 10 | 11
c1nc(NCCN2CCOCC2)c2sc3nc(N4CCOCC4)c4c(c3c2n1)CCC4 | 1.1 | 12 | 7 | 0 | 4 | 34 | -16 | 0 | -10 | -8 | 7
CCc1cccc(NC(=O)CCS(=O)(=O)c2cccc3nonc23)c1 | 8.6 | -3 | 5 | 5 | 4 | 23 | 8 | -1 | 19 | -1 | 2
O=C(Nc1ccc(O)cc1)c1ccc2c(c1)C(=O)N(N1C(=O)c3ccccc3C1=O)C2=O | 0.0 | 7 | 13 | -28 | -7 | -27 | 13 | -1 | 16 | -13 | 1
CCCCn1c(=NC(C)=O)c(C#N)cc2c(=O)n3cccc(C)c3nc21 | -0.3 | -2 | 20 | -15 | -3 | 29 | -8 | 2 | 11 | -173 | -1
CCOc1ccc(Cn2c(=O)oc3ccc(C)cc32)cc1OC | -3.0 | 5 | 17 | 11 | 5 | 40 | 12 | 0 | 9 | 3 | 1

Sorted by length of the SMILES (lowest first): 6 of the compounds above
SMILES | hiPSC survival | TRPM1 prom inh | Peg3 promoter | TRAIL sens C8 | LMP1 NFkB inh | Shn3 inh set2 | NR2E3 ag-1 | NR2E3 ag-2 | HIF-2a inh | CF NFkB block | KKLEB cytotox
OCCn1c(SCCOc2ccccc2)nc2ccccc21 | 0.6 | -18 | 6 | 0 | 2 | -1 | -15 | 1 | 2 | 3 | 2
COc1ccc(Cl)cc1NC(=S)NC(=O)c1ccco1 | -0.1 | -9 | -45 | 10 | 5 | -16 | -30 | 1 | -93 | -9 | -4
O=C(CN(Cc1ccccc1F)S(=O)(=O)c1ccc(Cl)cc1)NCCCO | -2.4 | 1 | 7 | -3 | 0 | 2 | -7 | -3 | 12 | -12 | -3
c1nc(NCCN2CCOCC2)c2sc3nc(N4CCOCC4)c4c(c3c2n1)CCC4 | 1.1 | 12 | 7 | 0 | 4 | 34 | -16 | 0 | -10 | -8 | 7
O=C(Nc1ccc(O)cc1)c1ccc2c(c1)C(=O)N(N1C(=O)c3ccccc3C1=O)C2=O | 0.0 | 7 | 13 | -28 | -7 | -27 | 13 | -1 | 16 | -13 | 1
CC1(C)CC(=O)C(C=NCCN2CCN(C3CC(=O)N(c4cccc(Br)c4)C3=O)CC2)=C(O)C1 (stereo unspecified) | 1.6 | -8 | -5 | 0 | 7 | -7 | -1 | 2 | 16 | 16 | -1

The listing continues.
SMILES | hiPSC survival | TRPM1 prom inh | Peg3 promoter | TRAIL sens C8 | LMP1 NFkB inh | Shn3 inh set2 | NR2E3 ag-1 | NR2E3 ag-2 | HIF-2a inh | CF NFkB block | KKLEB cytotox
NC(=O)NC(Cc1ccccc1)C(=O)NCCCSc1ccccc1 (stereo unspecified) | -0.1 | -20 | -5 | 4 | -7 | 6 | -20 | 0 | 11 | -3 | 7
O=C(COC(=O)c1ccco1)NCc1ccc2c(c1)OCO2 | -0.2 | 2 | 2 | 5 | 2 | 7 | -32 | 2 | 2 | -14 | 3
O=C(Nc1cccc(-c2ccc(N3CCOCC3)nn2)c1)c1ccc([N+](=O)[O-])cc1 | -0.4 | -102 | -181 | 42 | -22 | -90 | -91 | 2 | -206 | 0 | -9
CC(CC(=O)O)NCC1COc2ccccc2O1 (stereo unspecified) | 0.5 | 9 | 5 | 9 | -1 | -7 | -17 | 2 | 13 | -5 | 8
COc1ccc(/C=C/C(=O)c2ccc(C)c([N+](=O)[O-])c2)cc1O | -2.0 | -12 | 48 | 4 | -2 | 2 | -7 | 0 | -58 | -5 | -8
CCOc1ccc(OCCC(=O)OCC(=O)NC2CCCCC2)cc1 | -0.6 | -7 | 11 | 8 | -2 | 6 | -18 | 0 | 5 | 22 | -7
O=c1[nH]c(/C=C/c2ccccc2OC(F)F)nc2c1cnn2-c1ccccc1 | -0.8 | -4 | -2 | -15 | 2 | 9 | -16 | -3 | 0 | 16 | -3
Cc1ccc(C(=O)CSc2nc(-c3ccccc3)ccc2C#N)cc1 | -1.6 | -12 | -10 | -5 | -7 | 16 | -1 | 2 | -9 | -15 | -8
Cc1cc(C)c(Cn2ncn(-c3ccc(Br)cc3)c2=O)c(C)c1 | 4.6 | 2 | -11 | 8 | 0 | -13 | -21 | -1 | -8 | 6 | -11
CN(C)c1ccc(C(=O)OCC(=O)N2CCCCCC2)cc1 | -0.6 | -69 | -112 | 13 | -11 | -55 | -62 | 7 | -151 | -2 | 3
Cc1ccc(C(=O)C(C)OC(=O)c2ccccc2[N+](=O)[O-])cc1 (stereo unspecified) | -3.6 | -49 | -290 | 31 | -33 | -70 | -161 | -2 | -181 | -3 | -12
Cc1cccc(OCCOc2ccc(/C=N/NC(=O)Cc3nnc(N)s3)cc2)c1 | 0.5 | 3 | 7 | 7 | -21 | -2 | -15 | 0 | 16 | -6 | 7
NC(CC(=O)O)c1cccc(OCc2ccccc2)c1 (stereo unspecified) | -4.4 | 7 | 18 | -12 | -8 | -35 | -34 | 2 | -3 | -10 | 3
CCOC(=O)c1cnc(-c2ccccc2)nc1N(C)C | -3.7 | -31 | -202 | -3 | -48 | -63 | -92 | -2 | -305 | -2 | 11
O=C1CCN(Cc2ccccc2)CCN1CCOc1ccccc1 | 0.3 | -80 | -136 | -9 | -10 | -64 | -56 | 2 | -157 | -24 | 32
CSc1ccc(CNC(=O)C2Cc3cc(S(=O)(=O)N4CCCC4)ccc3N2C(C)=O)cc1 (stereo unspecified) | 0.3 | -11 | -19 | -8 | 2 | -14 | 18 | 0 | -15 | 17 | -16
Cc1cc(NC(=O)CCC(=O)N(c2ccccc2)C(C(=O)NCC2CCCO2)c2cccnc2)no1 (stereo unspecified) | 2.3 | -4 | 4 | -9 | 4 | 8 | -15 | 0 | -2 | -2 | 13
O=C(c1ccccc1)c1cc2ccccc2oc1=O | -0.4 | -29 | -82 | 27 | -4 | -48 | -65 | 3 | -141 | 1 | -12
CCc1ccc2[nH]c(=O)c(CN(CCCO)C(=O)NCc3ccccc3)cc2c1 | -1.3 | -3 | 11 | 2 | 0 | 17 | 27 | -1 | 17 | -12 | 9
CC1(OC(=O)CCc2ccccc2)C(=O)C=C2C=C(c3ccc(C#N)cc3)N(C(CO)CO)C=C2C1=O (stereo unspecified) | -0.5 | -13 | -10 | -7 | 7 | 8 | 2 | -2 | 8 | -5 | 11
CC1CCC2(CC1)NC(=O)N(CC(=O)NCCc1ccc(F)cc1)C2=O (stereo unspecified) | 0.3 | -21 | 14 | -5 | -7 | -13 | 16 | 1 | 14 | -15 | 13
CCN1CCN(CC(=O)N/N=C/c2cc(Br)cs2)CC1 | -0.2 | -2 | 11 | -7 | 4 | 2 | -7 | -2 | 13 | -6 | 3
COc1ccc(CCNC(=O)CSc2nc3c(c(=O)n(C)c(=O)n3C)n2C)cc1OC | -2.7 | -3 | 11 | -8 | -26 | 0 | -6 | 1 | 13 | -3 | 2
CC(NS(=O)(=O)c1ccc(OCC(=O)N2CCCC2)cc1)c1ccccc1 (stereo unspecified) | 3.3 | 1 | 6 | 7 | 1 | -2 | -16 | -2 | 0 | -5 | -16
O=C(NCC(c1cccnc1)N1CCN(c2ccc(F)cc2)CC1)c1ccco1 (stereo unspecified) | -2.4 | 4 | 14 | 5 | 11 | 24 | 29 | 4 | 4 | -9 | 24
COc1cccc(C(c2nnnn2C2CCCCC2)N2CCN(C/C=C/c3ccccc3)CC2)c1OC (stereo unspecified) | -2.0 | / | 7 | 0 | / | 15 | 6 | / | -33 | -7 | 7
COc1ccc(C(=O)NC2CC(C)(C)NC(C)(C)C2)cc1S(=O)(=O)N1CCOCC1 | 2.8 | / | 12 | -5 | -8 | 7 | -9 | / | 11 | -18 | 14
O=S(=O)(c1ccc(NC(=S)N2CCN(c3ccc(O)cc3)CC2)cc1)N1CCOCC1 | -0.8 | 5 | 17 | -4 | -4 | 2 | -9 | -1 | 6 | 5 | 3
Cc1occc1C(=O)N1CCCc2ccccc21 | -1.5 | 8 | 3 | 14 | 6 | -6 | -8 | 3 | 18 | 4 | -2
Cc1ccc(S(=O)(=O)NC(CC(C)C)C(=O)Nc2ccncc2)cc1 (stereo unspecified) | 0.2 | -1 | 11 | 5 | -6 | -35 | 1 | 4 | -6 | 6 | 2

A portion of the library (hit frequency here may not be typical).
